UbGFP stabilizer: inhibits proteasome, raising ubiquitin-GFP reporter fluorescence. Ubiquitin-GFP reporter cells, proteasome inhibition, GFP fluorescence; response scale: untreated = 0%, 10 µM MG-132 = 100%. Potency, µM (highest dose often 45.9 µM), for inactives: at the top dose activation (GFP accumulation), hits mostly activators. 67,000 tested, under 10 active; active = well fitted activation curve with a large enough effect, not every such curve was filed as active; inconclusive = small, poorly fitted or top-dose-only effect, or another doubt; inactive = no such curve, though single readings can be large or run the other way; also: potency is read from the fitted curve at half-maximal effect
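Reporter cells (U2OS, ubiquitin-G76V-GFP fusion) are plated overnight, then treated 4 hr at 37 °C with compound titrations from 46 uM down to 2.9 nM. Activity is scaled against untreated cells and 10 uM MG-132.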
Epigenetic mod: derepresses silenced GFP locus in mouse C127i cells; Potency, µM (series often up to 46.1 µM), inactives show at the highest dose GFP derepression (activation); 68,000 tested, 0.09% active; mouse C127i GFP locus derepression, cytometry, 30 h; AID 597; also: % of control where 0% means no effect
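Derepression screen: silenced CMV-GFP reporter in murine C127i cells, 30 h compound incubation at 37 C, washed cells imaged by laser-scanning cytometer to enumerate GFP-expressing objects of 20 to 120 um.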
Luciferase inh: blocks Photinus pyralis firefly luciferase activity | P08659 | purified firefly luciferase, luminescence, 8 min | Potency, µM (doses to about 57.1 µM), inactives show top-dose activity change, negative = inhibition, usual class: inhibitors | 72,000 tested, 2.2% active | AID 411; also: potency is read from the fitted curve at half-maximal effect; % is scaled to controls: 0 for no effect and ±100 for the full control effect; nearly all actives have a fitted effect of over 40% in size
Target sequence (P08659 whole entry, looked up): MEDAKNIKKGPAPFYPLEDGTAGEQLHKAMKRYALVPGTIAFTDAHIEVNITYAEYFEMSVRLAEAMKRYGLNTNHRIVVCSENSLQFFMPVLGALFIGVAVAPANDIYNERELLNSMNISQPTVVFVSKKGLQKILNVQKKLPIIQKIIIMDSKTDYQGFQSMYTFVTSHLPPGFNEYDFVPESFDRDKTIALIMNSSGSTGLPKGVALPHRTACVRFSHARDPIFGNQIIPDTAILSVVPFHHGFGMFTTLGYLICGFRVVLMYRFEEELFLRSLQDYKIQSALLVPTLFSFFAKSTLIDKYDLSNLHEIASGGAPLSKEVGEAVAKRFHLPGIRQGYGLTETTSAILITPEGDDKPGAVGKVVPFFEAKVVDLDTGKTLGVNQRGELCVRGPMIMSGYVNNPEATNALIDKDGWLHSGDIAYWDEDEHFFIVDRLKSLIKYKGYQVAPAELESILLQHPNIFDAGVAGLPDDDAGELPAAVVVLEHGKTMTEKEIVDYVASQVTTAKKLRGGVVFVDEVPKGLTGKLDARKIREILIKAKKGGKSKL
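Inhibition of light generation by firefly luciferase from ATP and luciferin was profiled with concentration-response curves per sample, ATP held at 10 uM within the enzyme's linear range. Plates were read by luminescence after an 8-minute ambient incubation.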
CRE Fsk mod: CRE-bla signaling modulation under forskolin stimulation; CHO CRE-bla reporter (cAMP response element driving beta-lactamase), forskolin EC10, beta-lactamase ratio; Potency, µM (doses to about 38.2 µM), inactives show at the top dose activity change, negative = inhibition, usual class: activators; 71,000 tested, 2.5% active; active = well fitted activation curve with a large enough effect in the signal ratio, with a control signal flat, not every such curve was filed as active; inconclusive = small, poorly fitted or top-dose-only effect, or effect the other way, or a change in a side signal; the % refers to the signal ratio; also: potency is read from the fitted curve at half-maximal effect; % of control where 0% means no effect
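CRE-bla CHO reporter cells treated with compound titration plus EC10 NKH 477 (water-soluble forskolin), incubated 3 h at 37 °C; CCF4 loading 2 h at room temperature, 460/530 nm emission ratio read, AC50 values derived for positive or negative modulators.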
ERK AVP block: vasopressin-driven ERK pathway inhibition. HEK293-V1b, vasopressin-stimulated pERK AlphaScreen. Potency, µM (highest dose often 57.5 µM), without a hit: at the top dose activity, negative = inhibition, hits mostly inhibitors. 72,000 tested, 0.99% active. AID 995; also: potency is read from the fitted curve at half-maximal effect; % is scaled to controls: 0 for no effect and ±100 for the full control effect; nearly all actives have a fitted effect of over 55% in size
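qHTS, compounds titrated on V1b-expressing HEK293 cells. Preincubation 30 min at 37C, vasopressin 25 nM for 5 min, lysis 10 min, bead incubation 5 hr at room temperature.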
DNA Pol III inh: blocks replication by bacterial DNA polymerase III holoenzyme; Potency, µM (titrated, usually from 57.1 µM), for inactives: at the top dose activity change, negative = inhibition; reconstituted DNA polymerase III holoenzyme replication, biochemical; 71,000 tested, 0.25% active; also: potency is read from the fitted curve at half-maximal effect; % is scaled to controls: 0 for no effect and ±100 for the full control effect
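Reconstituted *E. coli* holoenzyme (0.35 nM Pol III, 1 nM beta, 154 nM SSB, 2 nM primase) was preincubated with compound for 15 min at RT. Synthesis on 1.4 nM ssM13Gori ran 35 min, then was stopped with PicoGreen/EDTA and read as dsDNA fluorescence.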
Hsp90 Hop PPI: changes Hsp90-Hop TPR2A binding signal, up or down; AlphaScreen TPR2A-His6 binding biotin-Hsp90 C-terminal peptide; Potency, µM (titrated, usually from 57 µM), for the others: top-dose activity change, negative = inhibition; 71,000 tested, 0.44% active; active = well fitted curve in either direction with a large enough effect; inconclusive = small, poorly fitted or top-dose-only effect, or another doubt; also: potency is read from the fitted curve at half-maximal effect; % is scaled to controls: 0 for no effect and ±100 for the full control effect; many of its hits are not listed in these tables
15-hLO inh: inhibitors of human 15-lipoxygenase (ALOX15); P16050; purified 15hLO-1, xylenol orange hydroperoxide absorbance; Potency, µM (highest dose often 57.1 µM), for inactives: at the highest dose activity change, negative = inhibition, actives largely listed as inhibitors; 74,000 tested, 1.4% active; AID 887; also: potency is read from the fitted curve at half-maximal effect; % is scaled to controls: 0 for no effect and ±100 for the full control effect; nearly all actives have a fitted effect of over 55% in size
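Hydroperoxide formed from arachidonic acid (50 uM) by purified human 15hLO-1 (40 nM) oxidizes ferrous iron, and the ferric-xylenol orange complex is read at 573 versus 405 nm. Compounds were preincubated 15 min; reaction ran 6 min at room temperature.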
HBB splice mod: alters splicing of the hemoglobin beta chain | 65,000 tested, 0.06% active | HBB splicing reporter cell assay, activation; EGFP reporter with mutant IVS2-654 intron; response scale: normalised to 500 nM splice-correcting PNA | Potency, µM (series often up to 46.1 µM), for inactives: at the highest dose activation, actives largely listed as activators; also: potency is read from the fitted curve at half-maximal effect; 0% is about no effect
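Compounds were applied for 2 days to HeLa EGFP-654 cells, 500/well in Optimem with 2% FCS. The reporter's EGFP is disrupted by mis-splicing of beta-globin intron IVS2-654. Readout: summed well GFP fluorescence from 488 nm laser scanning; reference was 500 nM antisense […] 654 PNA.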
HADH2 inhib: blocks human hydroxyacyl-CoA dehydrogenase type II. Q99714. recombinant HADH2, NADH fluorescence, beta-hydroxybutyryl-CoA. Potency, µM (highest dose often 57.1 µM), inactives show top-dose activity change, negative = inhibition, most hits filed as inhibitors. 73,000 tested, 3.4% active. AID 886; also: potency is read from the fitted curve at half-maximal effect; % is scaled to controls: 0 for no effect and ±100 for the full control effect; nearly all actives have a fitted effect of over 60% in size; many of its hits are not listed in these tables
Target sequence (Q99714 whole entry, looked up, one chain of several): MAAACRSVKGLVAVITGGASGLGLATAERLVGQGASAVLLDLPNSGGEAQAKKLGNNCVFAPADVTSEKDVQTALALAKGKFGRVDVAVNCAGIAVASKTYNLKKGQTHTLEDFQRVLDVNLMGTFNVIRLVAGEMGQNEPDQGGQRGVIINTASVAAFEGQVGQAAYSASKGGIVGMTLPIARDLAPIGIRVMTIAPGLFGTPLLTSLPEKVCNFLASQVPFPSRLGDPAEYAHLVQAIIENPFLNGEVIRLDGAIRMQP
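NADH fluorescence (ex 360/em 450 nm) read every 30 s for 4 min; activity taken as last-minus-first time point difference. Enzyme 20 nM, NAD+ 1 mM, beta-hydroxybutyryl-CoA 90 uM, pH 9.0 Tris buffer.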
Tau filament bind: binders of human tau filaments | recombinant tau filaments, thioflavin S fluorescence, 15 h; filaments grown with octadecylsulfate alongside compound | Potency, µM (series often up to 57.1 µM), for the others: at the highest dose activity change, negative = inhibition | 71,000 tested, 2% active | AID 596;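 also: potency is read from the fitted curve at half-maximal effect; % is scaled to controls: 0 for no effect and ±100 for the full control effect; actives lower thioflavin S fluorescence by blocking filaments or displacing dye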
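Quantitative HTS: thioflavine S signal from ODS-induced tau filaments, excited at 450 nm, emission 510 nm. Conditions: 1 uM tau, 30 uM ODS, 15 h at 37 C, pH 7.4.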
Numbers without * were called inactive; ? = inconclusive; · = not tested or not shown; & = joins results of further samples; [ ] = another dose, or the depositor's remark. Unless noted, calls follow the shape of the dose curve; as a rule, active = well fitted curve in the direction sought with a large enough effect; inconclusive = small, poorly fitted or top-dose-only effect, or another doubt; inactive = no such curve, though single readings can be large; an effect the other way counts as inactive or inconclusive. A portion of the library; rates above refer to the full screens.

SMILES	UbGFP stabilizer	Epigenetic mod	Luciferase inh	CRE Fsk mod	ERK AVP block	DNA Pol III inh	Hsp90 Hop PPI	15-hLO inh	HBB splice mod	HADH2 inhib	Tau filament bind
CCOC(=O)N1CCC(NC(=O)c2cc(S(=O)(=O)N3CCOCC3)ccc2F)CC1	13%	6%	1%	-8%	2%	-1%	1%	1%	0.4%[1.84 µM]	4%	-7%
O=C(O)C1=CCNCC1	-3%&12%	0%&-2%	-2%&-2%	?	27%&15%&13%	0%&-4%	0%&2%	1%	1.4%	6%&9%	?
N#Cc1c(-c2ccco2)nc(SCc2ccc(F)cc2)[nH]c1=O	?	-3%	1%	?	23%	-6%	-1%	-16%	-0.7%	?	1%
CC(C)n1c(C(=O)OCC(=O)NCc2ccc3c(c2)OCO3)cc2occc21	-5%	0%	4%	19%	0%	6%	-3%	-17%	0.1%[57.5 µM]	-15%	18%
Cc1[nH]c(=O)[nH]c(=O)c1S(=O)(=O)N1CCCC(C(=O)N2CCC(Cc3ccccc3)CC2)C1 (centres undefined)	0%	3%	4%	-20%	2%	-4%	-3%	0%	-0.4%	8%	-2%
COc1ccc(OC)c(NC(=O)CCN2CCN(Cc3ccccc3)CC2)c1	-6%	0%	6%	0%	-19%	2%	-3%	2%	·	5%	-14%
O=C(O)C(CCCCN1C(=O)c2ccccc2C1=O)N1C(=O)c2ccccc2C1=O (centres undefined)	-8%	0%	2%	-5%	-18%	0%	2%	-3%	-0.3%[9.22 µM]	-6%	-18%
OCCN1CCN(C(=S)c2ccc(Cl)c(Cl)c2)CC1	-1%	3%	-26%	9%	48%[activator]	7%	?	-4%	-2.6%	?	7%
CCN(CC(F)(F)C(F)F)S(=O)(=O)c1ccc(NC(=O)OC)cc1	-4%	-2%	-1%	8%	-14%	-7%	1%	0%	1.4%	3%	2%
O=C(Oc1cccc2cccnc12)c1cccc(-n2cnnn2)c1	1%	9%	4%	-6%	-7%	-1%	?	2%	·	5%	4%
COc1ccc(C2CCCN2C(=O)c2cccs2)cc1 (centres undefined)	9%	4%	-1%	0%	2%	2%	1%	1%	-1.6%	?	11%
Cc1ccc2[nH]c3c(NCc4ccco4)ncnc3c2c1	0%	-2%	-27%	8%	?	1%	-9%	-7%	2.8%[1.84 µM]	25µM*	-4%
COC(CCN(C)C)(c1ccccc1)c1ccccc1	20%[9.17 µM]	0%	5%	-23%[7.6 µM]	13%	4%[11.4 µM]	-3%[11 µM]	4%[11.4 µM]	-1.2%[0.0738 µM]	5%[11.4 µM]	?
CCOC(=O)c1ccc(NCc2nc3ccccc3[nH]2)cc1	-2%	2%	16µM*	2%	?	-8%	-3%	9%	-0.8%	6%	-4%
Cn1c(CNC(=O)Nc2ccccc2Cl)nnc1SCc1ccccc1	5%	0%	1%	-19%	?	5%	-3%	-6%	-1.9%	4%	-7%
CN1CCN(C(=O)c2ccc(CS(=O)(=O)c3c(Cl)cccc3Cl)o2)CC1	-2%	-4%	-9%	0%	-1%	1%	-2%	12%	0.9%	2%	8%
O=C(Nc1ccon1)c1csc2ccccc12	-3%	8%	-1%	-9%	-3%	-6%	-7%	0%	3.9%	-14%	-15%
COc1ccc(C2=NOC(C(=O)Nc3cc(Br)ccc3O)C2)cc1OC (centres undefined)	-4%	0%	0%	16µM*	10µM*	3%	0%	-27%	3.1%	2%	129%
CC(C)C(C(=O)C=[N+]=[N-])N1C(=O)c2ccccc2C1=O (centres undefined)	·	-3%	0%	?	-15%	3%	0%	5%	3.7%[0.369 µM]	-5%	-1%
Cc1noc(NS(=O)(=O)c2ccc(N3CC(O)=C(c4ccccc4)C3=N)cc2)c1C	1%	1%	1%	?	5%	-5%	-2%	2%	1.2%	-6%	-4%

CRE Fsk mod: what is marked active above
| compound | UbGFP stabilizer | Epigenetic mod | Luciferase inh | CRE Fsk mod | ERK AVP block | DNA Pol III inh | Hsp90 Hop PPI | 15-hLO inh | HADH2 inhib | Tau filament bind |
| --- | --- | --- | --- | --- | --- | --- | --- | --- | --- | --- |
| COc1ccc(C2=NOC(C(=O)Nc3cc(Br)ccc3O)C2)cc1OC (centres undefined) | -4% | 0% | 0% | 16µM* | 10µM* | 3% | 0% | -27% | 2% | 129% |

Sorted by molecular weight (low to high): three of the compounds above
SMILES	UbGFP stabilizer	Epigenetic mod	Luciferase inh	CRE Fsk mod	ERK AVP block	DNA Pol III inh	Hsp90 Hop PPI	15-hLO inh	HBB splice mod	HADH2 inhib	Tau filament bind
OCCN1CCN(C(=S)c2ccc(Cl)c(Cl)c2)CC1	-1%	3%	-26%	9%	48%[activator]	7%	?	-4%	-2.6%	?	7%
CCN(CC(F)(F)C(F)F)S(=O)(=O)c1ccc(NC(=O)OC)cc1	-4%	-2%	-1%	8%	-14%	-7%	1%	0%	1.4%	3%	2%
CCOC(=O)N1CCC(NC(=O)c2cc(S(=O)(=O)N3CCOCC3)ccc2F)CC1	13%	6%	1%	-8%	2%	-1%	1%	1%	0.4%[1.84 µM]	4%	-7%

(more compounds)
SMILES	UbGFP stabilizer	Epigenetic mod	Luciferase inh	CRE Fsk mod	ERK AVP block	DNA Pol III inh	Hsp90 Hop PPI	15-hLO inh	HBB splice mod	HADH2 inhib	Tau filament bind
Cc1cc(NC(=O)c2ccc(Br)c(S(=O)(=O)N3CCCC3)c2)no1	6%	-2%	-1%	10%	-16%	3%	-6%	-2%	0.3%	13%	25%
N#Cc1c(-c2ccc(Cl)cc2Cl)nc2n(c1=O)CCS2	-6%	4%	1%	-8%	8%	-7%	-3%	-10%	-0.5%	?	-26%
CN(C)c1ccc(-c2cncnc2NCc2ccccc2)cc1	7%	3%[9.22 µM]	-1%[2.29 µM]	?	25µM*	-2%	-24%	8%	1.5%	-11%	-11%
CCOC(=O)C1=C(Cn2ccc(C(F)(F)F)n2)NC(=O)NC1c1ccc2c(c1)OCO2 (centres undefined)	14%	0%	2%	1%	9%	-4%	-7%	-10%	-1.1%	3%	-12%
CC[n+]1cc(-c2ccccc2)nc(N2CCOCC2)n1	3%	-2%	1%	0%	0%	3%	-2%	0%	-3.9%[57.5 µM]	1%	-24%
CCOC(=O)CC1=CC(C)(CC(=O)OCC)C(C#N)(C#N)C(N)=C1C#N (centres undefined)	0%	1%	-1%	-10%	-22%	-4%	-2%	-3%	-0.4%[57.5 µM]	2%	-3%
CC(C)(C)C(=O)Cn1c(=N)n(Cc2ccccc2)c2ccccc21	2%	6%	-1%	?	0%	-2%	-3%	4%	-0.8%	-14%	-3%
COc1ccccc1C(=O)NCCn1cc(SCC(=O)Nc2cc(C)on2)c2ccccc21	2%	-3%	1%	?	40%	7%	?	-15%	-0.4%	-4%	-8%
CCc1nnc(SCc2ccc(CSc3nnc(CC)n3N)cc2)n1N	-5%	0%	2%	-3%	-1%	2%	-2%	5%	1.7%	2%	-2%
Cc1[nH]n(-c2ccccc2)c(=O)c1/C=N/c1ccccn1	-6%	2%	-10%	4%	?	-11%	-21%	6%	-1.5%	-13%	-8%
CCOC(=O)c1[nH]c(C)c(C(=O)N(CC)CC)c1C	-8%	0%	0%	-4%	-11%	0%	-11%	-9%	0.0%	-3%	-23%
CCc1nn(CC(=O)N2CCN(Cc3ccc4c(c3)OCO4)CC2)c(=O)c2cc3occc3n12	-4%	4%	5%	-12%	14%	-4%	-5%	5%	-0.7%	-1%	24%
COc1ccc(C(=O)NCc2cn3ccccc3n2)cc1	3%	-3%	0%	-9%	21%	0%	2%	4%	0.5%	-1%	4%
COc1cc(CN2CCC(C(=O)N3CCCC(C)C3)CC2)cc(Br)c1O (centres undefined)	0%	-2%	2%	0%	10%	3%	-2%	-23%	-0.1%[57.5 µM]	-8%	2%
OC[C@@H]1O[C@@H](n2cnc3c(NCCc4ccccc4)ncnc32)[C@@H](O)[C@H]1O	2%	-1%	-4%	-4%	·	-5%	-8%	·	-1.6%	0%	-4%
